Compound activity deposited in PubChem by several laboratories.
HCT116 PTEN-null: growth suppressors of cells with PTEN tumor suppressor deletion; HCT116 PTEN-null viability, CellTiter-Glo, 60 h; active compounds read low; viability, % at 10 µM; 1.2% of 140,000 active; AID 827;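 active = viability at or below a set limit, 4 SD under the median of all tested compounds, cut at about 3.7% in these data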;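 also: PTEN knockout HCT116 line with beta catenin targeted HCT116 as companion control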
BB579 growth dn: chemicals that inhibit yeast BB579 growth in restrictive medium (lifespan-shortening candidates); S. cerevisiae BB579 growth, OD615, 48 h; inhibition, % at 10 µM; 0.51% of 140,000 active;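 active = inhibition above a set limit, 3 SD over the mean compound inhibition, cut at about 44% in these data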; also: inactives centre near -24
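Test system: Saccharomyces cerevisiae DeaD strain BB579, replicative lifespan model yeast | Buffer or medium: Restrictive CSMM-D medium | Doses: One dose, 10 µM compound with 0.25% DMSO | Incubation: 48 h exposure, 30 °C | Detection: Culture absorbance at 615 nm | Control set: Amphotericin B at 10 µg/mL as positive control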
E-sel TNF inh: TNF alpha driven E-selectin expression inhibition; HUVEC TNFa-induced E-selectin immunofluorescence, high content; inhibition, % at 2 µM; 0.71% of 120,000 active; AID 1246;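 active = inhibition above the batch mean plus 3 SD, and confirmed as a hit on visual image review, cut at about 43% in these data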;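 also: 0% = TNF-stimulated DMSO wells and 100% = unstimulated control wells; not every result past the cut was called active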
Measles CPE: protection of cells from measles virus; Measles virus-infected cells, CPE protection, absorbance; protection (pct of control), % at 4 µM; 1.5% of 140,000 active; AID 841; in the data active = protection mostly above about 24%, no sharp cut-off; inactive = mostly below about 26%; also: some compounds called inactive have numbers as strong as hits
GALR2 blocker: antagonists of human galanin receptor 2 (GALR2); inhibition, % at 4 µM; GALR2-expressing cells, antagonist mode; 0.39% of 140,000 active; AID 828; in the data active = inhibition above about 27%;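 also: cells stimulated with galanin 1-16 at roughly its EC80; 0% = agonist challenge control and 100% = basal control without agonist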
Target sequence (O43603 whole entry, looked up): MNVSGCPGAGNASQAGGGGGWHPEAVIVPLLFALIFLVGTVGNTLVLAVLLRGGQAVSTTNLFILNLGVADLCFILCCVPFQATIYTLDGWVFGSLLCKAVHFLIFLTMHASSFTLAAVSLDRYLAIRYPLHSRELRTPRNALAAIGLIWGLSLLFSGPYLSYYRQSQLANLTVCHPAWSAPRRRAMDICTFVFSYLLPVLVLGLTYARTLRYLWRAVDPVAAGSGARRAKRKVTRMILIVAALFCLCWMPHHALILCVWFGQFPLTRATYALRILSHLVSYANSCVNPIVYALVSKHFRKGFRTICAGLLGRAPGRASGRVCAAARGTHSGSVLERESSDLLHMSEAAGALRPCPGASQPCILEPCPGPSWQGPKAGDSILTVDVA
Yeast life ext: extends the lifespan of yeast; S. cerevisiae growth with nicotinamide, OD615; deaD strain in restrictive glucose medium; inhibition of the nicotinamide effect, % at 10 µM; 0.68% of 130,000 active; AID 775;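 active = inhibition above a set limit, placed 3 SD over the median of all compounds, cut at about 26% in these data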;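 also: 0% = nicotinamide-treated wells and 100% = cells grown without nicotinamide; some compounds called inactive have numbers as strong as hits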
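Assay system: DeaD-strain S. cerevisiae. Medium: CSMM-D glucose medium, restrictive. Reagent: nicotinamide, 1.5 mM, co-present with compound. Compound: 10 µM single point, 0.25% DMSO. Schedule: culture preincubation 4 h, compound exposure 48 h, both 30 °C. Detection: absorbance at 615 nm.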
MRP1 act: MRP-1 activation | H69AR cells + doxorubicin, viability rescue, CellTiter-Glo | viability increase, % at 10 µM | 0.61% of 140,000 active;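 active = viability gain under doxorubicin at or above a set limit, the compound median plus 3 SD, cut at about 4.7% in these data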;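 also: MRP-1 overexpressing cells given doxorubicin 25 µM after compound pretreatment; 18-22 h compound pretreatment then 72 h with doxorubicin before readout; 0% = doxorubicin-only wells and 100% = vehicle-treated cells without doxorubicin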
bCat KO growth: beta-catenin-lacking colon tumor cell growth suppression; HCT116 beta-catenin knockout viability, CellTiter-Glo, 60 h; active compounds read low; viability, % at 10 µM; 1.5% of 140,000 active; AID 818;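 active = viability at or under a set limit, the compound median less 4 SD, cut at about 6% in these data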;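 also: 0% = Hyamine 1622 control at 20 µM and 100% = untreated cell control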
NPY Y2 blocker: NPY-Y2 (human) receptor antagonism | AID 793 | NPY-Y2 expressing cells, antagonist mode | inhibition, % at 2.7 µM | P49146 | 0.99% of 140,000 active; in the data active = inhibition above about 17%;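 also: 0% = vehicle with agonist challenge and 100% = reference antagonist with challenge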
Target sequence (P49146 whole entry, looked up): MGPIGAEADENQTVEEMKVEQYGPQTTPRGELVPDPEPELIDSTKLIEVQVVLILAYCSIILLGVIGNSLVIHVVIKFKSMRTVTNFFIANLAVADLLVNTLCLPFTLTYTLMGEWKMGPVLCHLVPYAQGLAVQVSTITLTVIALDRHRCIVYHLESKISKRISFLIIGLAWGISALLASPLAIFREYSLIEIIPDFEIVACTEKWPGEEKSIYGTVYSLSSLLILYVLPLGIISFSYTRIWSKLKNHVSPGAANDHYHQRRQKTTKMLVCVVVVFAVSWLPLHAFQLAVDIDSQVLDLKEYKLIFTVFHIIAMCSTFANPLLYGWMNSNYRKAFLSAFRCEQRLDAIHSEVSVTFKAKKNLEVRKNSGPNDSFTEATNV
Phagocyt inh: blocks phagocytosis by macrophages; J774A.1 macrophage IgG-bead phagocytosis, imaging; 0.07% of 110,000 active; inhibition, % at 5 µM; AID 1029;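 active = inhibition above the mean of the plate negative controls plus 5 SD, cut at about 13% in these data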;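 also: phagocytic index as fraction of beads internalized from green versus red external bead signal; plate controls were DMSO negative control for no effect and cytochalasin-D positive control for full effect; some results beyond the cut were filed as inactive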
The depositor's hits bear a star; · = no result given. Hits appear at their usual frequency, and some 6.2% of all compounds hit somewhere here.

SMILES | HCT116 PTEN-null | BB579 growth dn | E-sel TNF inh | Measles CPE | GALR2 blocker | Yeast life ext | MRP1 act | bCat KO growth | NPY Y2 blocker | Phagocyt inh
CCOC(=O)C1CCN(C(=O)CN(Cc2ccccc2)S(C)(=O)=O)CC1 | 92 | 2 | 0 | 4 | 11 | 2 | -0.5 | 94 | 2 | -1
O=C(CCSCCc1ccccn1)Nc1c(F)c(F)c(F)c(F)c1F | 99 | -27 | -5 | 3 | 8 | 27* | -1.8 | 96 | 3 | -8
CCOC(=O)Cn1cnc2c(C#N)c3n(c2c1=O)CCCCC3 | 100 | -13 | · | 10 | 3 | -4 | -2.0 | 108 | 4 | 0
COc1c(C)cc(Br)cc1C(=O)O | 90 | -14 | 0 | 18 | -6 | -1 | -1.1 | 85 | 5 | 0
Cc1cc(C)c(NC(=O)COc2nncc3ccccc23)c(C)c1 | 91 | -41 | 0 | 11 | -9 | 1 | -1.4 | 79 | 2 | 0
NS(=O)(=O)c1ccc(CCNC(=O)CSc2nc3ccsc3c(=O)n2CC(=O)O)cc1 | 96 | 13 | · | 6 | 5 | 6 | 0.2 | 98 | 3 | 6
O=C(NCCCN=C1NS(=O)(=O)c2ccccc21)c1ccco1 | 106 | -28 | -17 | 4 | 12 | · | 0.9 | 102 | 1 | ·
CCOC(=O)C1CCN(S(=O)(=O)C(F)(F)c2nc3ccccc3s2)CC1 | 96 | -33 | · | 4 | -10 | -4 | -1.0 | 89 | 5 | -1
Cc1ccc(S(=O)(=O)Oc2ccc(/C=N/NC(=O)c3nn(C)cc3Cl)cc2)cc1 | 95 | -30 | -18 | 3 | -3 | · | 1.5 | 92 | 0 | ·
Cc1cc(C(=O)N/N=C/c2cc(Br)ccc2OC(=O)c2ccc(Br)cc2)n[nH]1 | 9 | -7 | · | 4 | 2 | -2 | -2.8 | 14 | 4 | 3
COc1ccccc1/C=N/Nc1nncc2ccccc12 | 94 | -25 | · | 14 | -5 | -7 | 1.5 | 96 | 0 | 2
c1ccc(Cn2c(SCc3cn4cccnc4n3)nnc2-c2ccco2)cc1 | 95 | -26 | 10 | 1 | -12 | -4 | -1.3 | 93 | 3 | ·
CCOC(=O)N1CCN(c2c(N3CCc4ccccc4C3)c(=O)c2=O)CC1 | 93 | -26 | 6 | 9 | 2 | -5 | -3.2 | 91 | 1 | 1
COc1cccc(C(=O)CSc2nnc(COc3cccc4cccnc34)o2)c1 | 42 | -60 | -6 | 9 | 10 | -8 | -0.5 | 29 | 2 | ·
COc1cccc(-n2nnc3c(=O)n(Cc4ccc(Cl)cc4)cnc32)c1 | 91 | -19 | · | 2 | -1 | -2 | 1.7 | 95 | 0 | -2
Nc1ccc2oc(-c3cccs3)nc2c1 | 95 | -4 | -30 | 16 | -4 | -14 | -0.5 | 98 | 0 | 0
CC(NC(=O)CN1C(=O)COc2ccccc21)c1ccccc1 (stereo not given) | 110 | -63 | -23 | 11 | 5 | 13 | 0.7 | 103 | -1 | 2
Cc1cc(C(F)(F)F)n2nc(-c3cnn(C)c3C(F)(F)F)cc2n1 | 88 | -27 | -5 | 7 | -2 | -29 | -0.1 | 94 | 3 | ·
NC(=O)c1ccc(Br)c(S(=O)(=O)N2CCCCC2)c1 | 93 | -63 | · | 30 | -5 | 0 | 0.3 | 98 | 1 | 0
N#Cc1c(-c2ccccc2)cc(C2CC2)nc1N | 79 | -45 | · | 4 | 9 | -26 | -3.1 | 92 | 6 | 0
Nc1nc(SCC(=O)N2CCCC2)[nH]c(=O)c1-c1ccccc1 | 101 | 2 | 10 | 7 | 1 | -9 | -1.7 | 98 | 0 | -2
Cc1ccc(OCC(=O)NCc2ccccc2)c([N+](=O)[O-])n1 | 88 | -14 | · | 2 | 1 | -5 | 1.3 | 94 | 1 | 5
CC(C)Nc1nc(Oc2cccc(Cl)c2Cl)cc(C(F)(F)F)n1 | 86 | 5 | -3 | 3 | 4 | -10 | 0.0 | 91 | 2 | ·
Cc1ccc(-n2nc3c(c2NC(=O)c2ccc(S(=O)(=O)N4CCOCC4)cc2)CSC3)c(C)c1 | 79 | -31 | 27 | 9 | -2 | -18 | -2.1 | 79 | -3 | -2
CCCOc1ccc(C(C)(O)CN2CCOCC2)cc1 (stereo not given) | 101 | -36 | · | 5 | -12 | -14 | -1.2 | 87 | 3 | -1
Other compounds:
SMILES | HCT116 PTEN-null | BB579 growth dn | E-sel TNF inh | Measles CPE | GALR2 blocker | Yeast life ext | MRP1 act | bCat KO growth | NPY Y2 blocker | Phagocyt inh
COc1ccc(C(=O)NCCN2CCCC2)cc1OC | 98 | 2 | -4 | 1 | -12 | -9 | -1.6 | 97 | 4 | -1
CC1(C)CC(CCNC(=O)c2ccco2)CC(C)(C)N1 | 104 | -29 | -15 | 4 | 20 | -8 | -0.1 | 87 | -1 | -1
CC1(C)CC(=O)C=C(N2CCCC2)C1 | 92 | 2 | -22 | 31 | -6 | · | 0.4 | 92 | -1 | ·
CCn1ncc(/C=C/C(=O)c2ccccc2)c1C | 59 | -4 | 13 | 21 | 5 | -7 | -4.1 | 59 | 4 | 2
COc1ccc(Br)cc1C(=O)Nc1ccccc1-c1ccccc1 | 96 | -13 | 4 | 12 | 0 | -16 | -1.6 | 92 | 5 | 0
COc1ccc(OC)c(C2C(C(=O)Nc3nc4ccccc4s3)=C(C)NC3=C2C(=O)CCC3)c1 (stereo not given) | 74 | -30 | -62 | 30 | 1 | -3 | 0.3 | 88 | -2 | -3
CC1CCN(CCCNC(=O)COc2cc(=O)n(C)c3ccccc23)CC1 | 72 | -51 | -28 | 8 | -5 | 3 | -3.6 | 64 | 0 | -4
CC1(C)CC(=O)C2=C(C1)N(Cc1cccnc1)C(=O)C2(NC(=O)c1ccc(F)cc1)C(F)(F)F (stereo not given) | 106 | -19 | 6 | 18 | -5 | -6 | -0.2 | 86 | 0 | 1
O=C(NC1CC2CCC1C2)C1CCN(S(=O)(=O)c2ccc(-c3nn[nH]n3)cc2)CC1 (stereo not given) | 105 | -51 | -16 | 11 | -3 | 0 | 0.5 | 105 | 0 | ·
Cc1nc(-c2cccnc2)sc1C(=O)Nc1cccc(C(F)(F)F)c1 | 25 | -7 | 24 | 4 | 8 | -13 | -4.4 | 53 | 3 | ·
CC(C)CCn1nnnc1C(c1ccc(F)cc1)N1CCC(C(N)=O)CC1 (stereo not given) | 91 | -42 | -38 | 29 | -2 | -1 | -3.3 | 98 | -1 | 0
O=C(Nc1ccccc1)N1CCC(n2c(=O)[nH]c3ccccc32)CC1 | 82 | 14 | · | 11 | 1 | -9 | -1.6 | 92 | 2 | -1
O=C(NCC(=O)N(Cc1cccs1)C(C(=O)NC1CCCCC1)c1ccncc1)c1ccco1 (stereo not given) | 98 | -46 | -6 | 31 | 7 | · | -3.9 | 96 | 3 | ·
CC(C)(C)C1=C(C#N)C(c2cccnc2)C(C#N)=C(N)O1 (stereo not given) | 104 | -20 | · | -1 | 0 | 1 | -1.2 | 101 | 1 | -8
CN1/C(=C\C(=O)c2ccco2)c2ccccc2CC1(C)C | 80 | -20 | -5 | 10 | 3 | -4 | 0.8 | 92 | 2 | 0
OCC1CCCN1C(=S)Nc1ccccc1 (stereo not given) | 103 | -23 | -1 | 4 | -10 | -5 | -1.5 | 97 | 0 | ·
CCN(CC)CCCNC(=O)C1c2ccccc2Oc2ccccc21 | 99 | -24 | · | 12 | -10 | -3 | -3.3 | 97 | 2 | 1
CCOC(=O)C(=O)NC12CC3CC(CC(C3)C1)C2 | 93 | -4 | 14 | 4 | 6 | 9 | -2.3 | 95 | 1 | -3
CCCCCCCCC(=O)NCCOc1ccccc1 | 92 | -13 | · | 6 | -8 | -6 | -1.3 | 92 | 11 | -3
CC1CCc2sc(C(=O)N/N=C/C3CCCCC3)cc2C1 (stereo not given) | 98 | -8 | 7 | 18 | -8 | 0 | -1.5 | 99 | 3 | ·
Cc1ccc(/C=N/NC(=O)c2sccc2OCc2ccc(F)cc2)cc1 | 31 | -11 | -59 | -1 | 7 | -11 | -1.7 | 31 | 26* | 0
O=C(Cn1cc(C(F)(F)F)ccc1=O)N1CCN(S(=O)(=O)c2ccc(Cl)cc2)CC1 | 83 | 5 | · | 6 | 9 | -12 | -0.1 | 89 | 1 | -1
COC(=O)c1ccccc1NC(=O)c1cc2sccc2n1C | 100 | -7 | · | 5 | 3 | -21 | -1.8 | 97 | 4 | -2
O=C(Nc1ccc(N2CCOCC2)c(C(=O)O)c1)c1ccco1 | 109 | -29 | -20 | 4 | -4 | -5 | 0.2 | 104 | 2 | 0
C=CCn1c(SCC(=O)N2CCc3ccccc3C2)nc2sc(C)c(C)c2c1=O | 67 | -19 | · | 2 | -8 | -4 | -1.7 | 78 | 19* | 2
The list continues.
SMILES | HCT116 PTEN-null | BB579 growth dn | E-sel TNF inh | Measles CPE | GALR2 blocker | Yeast life ext | MRP1 act | bCat KO growth | NPY Y2 blocker | Phagocyt inh
COc1ccc(CNC(=O)c2c(O)c3ccccc3n(C)c2=O)cc1OC | 110 | -72 | 1 | 29 | -1 | 0 | 1.1 | 104 | 3 | 1
Cc1nn(Cc2ccc(C(=O)N3N=C(C(F)F)CC3(O)C(F)F)o2)c(C)c1[N+](=O)[O-] (stereo not given) | 90 | -38 | -1 | 6 | 3 | 0 | 0.0 | 85 | -1 | -2
CCOc1ccc2cc(S(=O)(=O)N3CCN(C)CC3)ccc2c1 | 83 | -20 | 10 | 9 | 8 | 16 | -3.1 | 79 | 4 | ·
Clc1ccc2nc(CN3CCCCC3)cn2c1 | 104 | -23 | · | 8 | 0 | -24 | -1.7 | 107 | -2 | 0
CN(Cc1nc(-c2cccnc2)no1)S(=O)(=O)c1ccc(Br)cc1 | 97 | -11 | -23 | 12 | -2 | -2 | 0.1 | 93 | 2 | 0
COc1ccc(CCNC(=O)CN(C)S(=O)(=O)c2ccc3c(c2)CCC(=O)N3)cc1OC | 90 | -6 | -1 | 14 | 8 | -6 | -0.1 | 91 | 4 | 2
COc1ccccc1CC(=O)NCc1ccc2c(c1)OCO2 | 93 | -19 | 8 | 13 | -20 | -2 | 0.1 | 75 | 5 | -5
COc1ccccc1OCCNC(=O)c1ccc(S(=O)(=O)N(C)C)cc1 | 105 | -27 | · | 8 | 8 | -4 | -1.3 | 93 | 4 | -3
COC(C)(C)c1cc(C(C)(C)C)nc(N)n1 | 99 | -36 | -28 | 4 | -3 | -3 | -0.2 | 97 | 2 | -1
O=C(COC(=O)Cc1ccsc1)NCc1ccc(Cl)cc1 | 84 | -21 | · | · | 4 | -1 | 1.6 | 95 | 1 | -8
O=C(CN1C(=O)C2CCc3[nH]c4ccccc4c3C2C1=O)N1CCCC1 (stereo not given) | 80 | -57 | · | 6 | 8 | -17 | -2.5 | 75 | 1 | 0
CCC1CCCCN1S(=O)(=O)c1ccc(S(=O)(=O)N(Cc2cccs2)C2CC2)cc1 (stereo not given) | 90 | -37 | · | 42* | -3 | 33* | -3.0 | 82 | 0 | 0
Cc1cc(=O)n2c3c(sc2n1)C(=O)N(Cc1ccccc1)C3=O | 91 | -8 | · | 11 | -12 | 34 | -1.8 | 95 | 3 | ·
